Screening results (PubChem)
MLL CXXC-DNA inh = inhibitors of human MLL CXXC domain-DNA interaction; 0.037% of 290,000 active; Q03164; Potency, µM (titrated, usually from 115 µM), inactives show at the top dose activity change, negative = inhibition, hits mostly inhibitors; MLL-CXXC / FITC-HOXA9 DNA fluorescence polarization; active means well fitted inhibition curve with a large enough effect in the polarisation, with a control signal flat, not every such curve was filed as active; inconclusive means small, poorly fitted or top-dose-only effect, or effect the other way, or a change in a side signal; inactive means no such curve, though single readings can be large or run the other way; the % refers to the polarisation; further: potency means the concentration at half of the fitted maximal effect
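Steps: dispense CXXC domain solution (7 uM) → pin compounds or unlabeled HOX-A9 DNA control → 5 min ambient → add FLSN-HOX-A9 solution (50 nM) → spin → 30 min ambient → fluorescence polarization. Tris pH 7.5/NaCl/DTT/BSA buffer.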
Coupling enz = counter-screen for Giardia aldolase inhibitors: coupling enzyme system | 0.67% of 290,000 active | activity change, negative = inhibition, % at 58.2 µM, hits read low | coupling enzyme system counterscreen, AmpLite Red fluorescence | AID 2472; in the data active means activity change below about -30%; further: on the % scale 0 is the no-effect control and ±100 the full control effect
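Activity here indicates interference with the coupling reaction, not aldolase inhibition. Compounds at 57.5 uM final met coupling enzymes for 10 min at RT; substrate and AmpLite Red detection followed, with a 525/598 nm fluorescence read after 20 min.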
TCR act = activators of T cell receptors; primary human leukocytes, anti-CD3, IL-2 HTRF, 48 h; 330,000 tested, under 10 active; AID 504894; Potency, µM (highest dose often 9.22 µM), without a hit: top-dose activation of IL-2 secretion, hits mostly activators; further: % of control where 0% means no effect
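IL-2 release read by HTRF sandwich (Eu cryptate donor, d2 acceptor, 665 nm emission) after 48 hr exposure of primary human leukocytes to compound together with anti-CD3 beads in the absence of co-stimulatory signals.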
Giardia kill = Giardia lamblia killing | activity change, % at 7.66 µM, hits read low | Giardia lamblia trophozoite viability | AID 540267 | 0.15% of 340,000 active; in the data active means activity change below about -80%; inconclusive means between about -30% and that limit;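 further: parasites exposed to compound for two days anaerobically before the ATP read; on the % scale 0 is the no-effect control and ±100 the full control effect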
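Compounds were tested on trophozoites seeded at 100 cells/well and held 48 hrs at 37 deg C anaerobically. An ATP-based luminescent kit measured the remaining live cells.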
A-T KAP1 phos = potential ataxia-telangiectasia treatment | Potency, µM (series often up to 57.5 µM), for inactives: at the highest dose activation, actives largely listed as activators | […] A-T fibroblasts, KAP-1 phosphorylation AlphaLISA; neocarzinostatin DNA damage 30 min before lysis | AID 485349 | 0.19% of 320,000 active; further: potency means the concentration at half of the fitted maximal effect; % of control where 0% means no effect; nearly all actives have a fitted effect of over 45% in size
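hTERT-immortalized A-T patient fibroblasts ([…]), 500 cells/well in OPTI-MEM, 1% FBS, got compounds for 60 min, then NCS for 30 min at 37C. Lysates were then assayed for phospho-KAP-1 by AlphaLISA (anti-pKAP1 donor, anti-KAP1 acceptor beads), 6 hr at 25C.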
TSHR antagonist = human thyrotropin receptor antagonism. P16473. TSHR-expressing cells, TSH-stimulated cAMP HTRF, 2 h; hits give low values. activity change, negative = inhibition, % at 11.5 µM. 0.2% of 330,000 active;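 active means activity change below a set negative limit, meaning inhibition stronger than a set level, cut at about -70% in these data; inconclusive means activity change between two set negative limits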; further: on the % scale 0 is the no-effect control and ±100 the full control effect
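TSHR-expressing cells were treated with compounds, then stimulated with TSH at EC80 (4nM final) for 2 hours at 37 deg C. Cellular cAMP was measured by HTRF competition between lysate cAMP and cAMP-d2 for a cryptate-labelled anti-cAMP antibody.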
GALK inhibitor = inhibitors of human galactokinase; Purified GALK, Kinase-Glo residual ATP luminescence; 0.007% of 270,000 active; Potency, µM (highest dose often 57.5 µM), for the others: top-dose activity change, negative = inhibition, actives largely listed as inhibitors; AID 1868; P51570; further: potency means the concentration at half of the fitted maximal effect; on the % scale 0 is the no-effect control and ±100 the full control effect
Target sequence (P51570 whole entry, looked up): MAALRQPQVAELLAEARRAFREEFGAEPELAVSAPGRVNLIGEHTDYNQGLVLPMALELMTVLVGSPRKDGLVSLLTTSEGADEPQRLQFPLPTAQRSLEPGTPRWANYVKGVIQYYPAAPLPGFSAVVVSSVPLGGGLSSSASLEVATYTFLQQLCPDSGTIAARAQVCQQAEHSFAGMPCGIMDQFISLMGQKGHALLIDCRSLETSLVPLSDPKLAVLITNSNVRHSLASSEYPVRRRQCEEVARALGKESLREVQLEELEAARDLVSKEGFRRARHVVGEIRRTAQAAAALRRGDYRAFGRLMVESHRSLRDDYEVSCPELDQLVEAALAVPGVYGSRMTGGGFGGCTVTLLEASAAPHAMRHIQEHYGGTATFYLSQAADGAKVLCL
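ATP-depletion format; final 35 uM ATP, 100 uM D-galactose, 5 nM enzyme; pH 8.0 HEPES/Mg2+ buffer; 60 min RT; luminescence read 10 min after detection reagent.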
KCNH2 WT inh = blocks the wildtype human KCNH2 potassium channel; Q12809; U2OS, BacMam KCNH2, thallium flux FluxOr; hits give low values; activity change, % at 1.84 µM; 0.37% of 340,000 active; AID 720551;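 active means maximum activity change below -70%; inconclusive means maximum activity change between -70% and -50%; inactive means maximum activity change above -50%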; further: on the % scale 0 is the no-effect control and ±100 the full control effect
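U2OS cells were transduced with wild-type KCNH2 virus (2.03 x 10^8 / mL) for 4 h at room temperature, then cultured overnight at 37 C. Thallium flux was read with FluxOr dye. Rate constants were normalized to DMSO controls.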
BCR signal inh = blocks chronic active B-cell receptor signaling; ABC-DLBCL IkBa-CBG/CBR reporter, luminescence ratio, 4 h; Potency, µM (top dose mostly 46.1 µM), for inactives: at the top dose ratio change, negative = lower green/red ratio, hits mostly inhibitors; 0.05% of 340,000 active; AID 493014; active means well fitted inhibition curve with a large enough effect in the signal ratio, with a control signal flat, not every such curve was filed as active; inconclusive means small, poorly fitted or top-dose-only effect, or effect the other way, or a change in a side signal; the % refers to the signal ratio;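 further: potency means the concentration at half of the fitted maximal effect; plate controls were basal doxycycline-induced cells for no effect and cells given 10 µM MG132 for full effect; MG132 reads +100%, hits lower the ratio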
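TMD8 ABC-DLBCL cells carrying doxycycline-inducible green luciferase fused to IkappaBalpha plus unfused red luciferase were exposed to compounds (up to 46 uM) for 4 hrs at 37C. Activity came from the overlap-corrected green/red luminescence ratio.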
Tb PFK block = inhibitors of T. brucei phosphofructokinase; O15648; T. brucei PFK, ADP-Glo luminescence; Potency, µM (series often up to 57.5 µM), for inactives: at the top dose activity, negative = inhibition, hits mostly inhibitors; 0.17% of 330,000 active; AID 485367;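 further: potency means the concentration at half of the fitted maximal effect; 0% = uninhibited 1x PFK enzyme wells and -100% = no-enzyme wells; nearly all actives have a fitted effect of over 60% in size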
Target sequence (O15648 whole entry, looked up): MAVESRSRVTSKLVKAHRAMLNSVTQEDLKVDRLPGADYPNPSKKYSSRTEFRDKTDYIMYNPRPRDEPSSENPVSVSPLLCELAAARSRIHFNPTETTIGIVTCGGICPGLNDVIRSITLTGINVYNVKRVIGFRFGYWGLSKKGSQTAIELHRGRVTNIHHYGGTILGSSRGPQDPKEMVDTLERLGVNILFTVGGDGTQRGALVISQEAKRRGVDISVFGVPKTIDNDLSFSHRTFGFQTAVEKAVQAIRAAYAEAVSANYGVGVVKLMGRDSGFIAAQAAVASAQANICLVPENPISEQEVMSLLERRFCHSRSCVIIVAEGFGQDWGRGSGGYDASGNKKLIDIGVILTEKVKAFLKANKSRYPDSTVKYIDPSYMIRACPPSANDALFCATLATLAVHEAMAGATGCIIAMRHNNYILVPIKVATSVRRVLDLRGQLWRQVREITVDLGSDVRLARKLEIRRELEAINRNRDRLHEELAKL
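ADP-Glo luminescence quantified ADP after 45 min at room temperature, with 1.25 nM T. brucei PFK, 0.1 mM ATP and 0.5 mM fructose-6-phosphate in pH 8.0 TEA buffer. qHTS titrations up to 57 µM; curves classified by quality.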
Numbers without * were called inactive; ? = inconclusive; . = no result given; [ ] = another dose, or the depositor's remark. Unless noted, the call rests on the fitted dose curve; in most records, active means well fitted curve in the direction sought with a large enough effect; inconclusive means small, poorly fitted or top-dose-only effect, or another doubt; inactive means no such curve, though single readings can be large; an effect the other way counts as inactive or inconclusive. The order is random. About 1.6% of those tested had a hit in this group.

Structure	MLL CXXC-DNA inh	Coupling enz	TCR act	Giardia kill	A-T KAP1 phos	TSHR antagonist	GALK inhibitor	KCNH2 WT inh	BCR signal inh	Tb PFK block
Cc1cc(-c2cccs2)c(C#N)c(=S)[nH]1	-1%	0	2%	?	50%	25	-1%	0	0%	-28%
CC(C)OCCCn1c(-c2ccc(Br)cc2)c[nH]c1=S	1%	-1	0%	0	0%	-21	0%	6	2%	-23%
CCCC1CCC(c2nc(-c3cccnc3)no2)CC1 (stereo not drawn)	-5%	0	-2%	7	8%	12	-1%	3	9%	-5%
COc1ccc(-c2nn(-c3ccccc3)cc2C(=O)Nc2cccc(C(=O)O)c2)cc1[N+](=O)[O-]	?	3	1%	15	9%	-20	-2%	-8	?	?
CCN1C(=O)[C@H]2[C@@H](c3ccc(C)cc3)N3C(=O)N(c4cccc(Br)c4)C(=O)[C@@]3(Cc3ccccc3)[C@H]2C1=O	.	.	1%	5	25%	-4	.	-1	?	-9%
CCC(Oc1ccccc1)C(=O)Nc1ccc(S(=O)(=O)NCC2CCCO2)cc1 (stereo not drawn)	-8%	5	2%	-4	-2%	7	0%	-2	-1%	4%
CCCCNC(=O)c1cnc2n(c1=O)CCS2	2%	0	1%[46.1 µM]	24	0%	-2	-3%	3	0%	0%
Cc1ccc(S(=O)(=O)N(C)C)cc1NC(=O)C(C)OC(=O)C1CCCCC1 (stereo not drawn)	.	.	-3%	0	36%	-14	.	1	-9%	1%
CN(C)S(=O)(=O)N1C(=O)c2ccccc2C1=O	6%	-3	-8%	-3	-5%	15	1%	-23	8%	2%
O=S1(=O)N=C(N(CCO)/N=C/c2ccc(Cl)cc2)c2ccccc21	-4%	1	-9%	13	-13%	-12	7%	-7	?	0%
COC(=O)c1ccc(CSc2nnc(Nc3ccccc3OC)s2)o1	18%	0	.	13	-1%	1	-2%	3	?	0%
Cc1ccnc2nc(C(=O)OCC(=O)Nc3ccc4c(c3)OCCO4)nn12	.	.	1%[46.1 µM]	-3	17%	16	.	0	1%	2%
O=C(CSc1nnc2ccccn12)NCCc1ccc(F)cc1	2%	7	9%	-5	1%	4	-2%	-24	1%	-4%
CCOC(=O)c1cc2c(N)c(C(=O)c3ccc(Br)cc3)sc2[nH]c1=O	-15%	0	-8%	?	3%	-11	-3%	-4	4%	1%
COc1nccnc1NS(=O)(=O)c1ccc(NS(=O)(=O)c2ccc(NC(C)=O)cc2)cc1	-15%	7	-37%	-23	1%	27	0%	-4	-1%	-5%
COc1cc2c(cc1OC)C(C1C(=O)CC(C)(C)CC1=O)N(C(=O)CCl)CC2 (stereo not drawn)	1%	3	0%[46.1 µM]	-2	3%	0	2%	5	0%	1%
Cc1ccc(C)c(NC(=O)CCOc2ccccc2)c1	-3%	1	-1%	2	-9%	16	2%	-1	-2%	4%
Clc1ccccc1Cc1noc(CN2CCN(c3cnccn3)CC2)n1	-7%	3	-9%	-4	0%	19	-3%	1	4%	0%
C=C(C)c1cccc(C(C)(C)NC(=O)Nc2ccc(Cl)cn2)c1	6%	6	-2%[46.1 µM]	19	5%	-8	0%	-6	?	1%
O=C1CN(C(=O)COc2ncnc3ccccc23)c2ccccc2N1	12%	0	-7%	2	10%	-7	0%	3	10%	2%
CCOC(=O)C1=C(C)NC2=C(C(=O)c3ccccc32)C1c1ccc([N+](=O)[O-])o1 (stereo not drawn)	0%	3	4%	-95*	-3%	-6	4%	0	13%	4%
COc1ccc(C(CNC(=O)c2ccc(OCc3c(C)noc3C)cc2)N2CCCC2)cc1 (stereo not drawn)	.	.	-2%	20	1%	-4	.	12	?	0%
CCc1[nH]nc2c1C(c1cccc(OC(=O)N3CCOCC3)c1)C(C#N)=C(N)O2 (stereo not drawn)	-1%	-3	-2%	7	4%	-4	-1%	9	?	-4%
CN1CCC(N(C)C(=O)CCc2nc3ccccc3c(=O)[nH]2)CC1	4%	-3	1%	-6	27%	42	5%	-23	-3%	-6%
O=C(COC(=O)Cc1ccc(Br)cc1)NCc1ccc(F)cc1	3%	4	3%	4	-4%	5	10%	-3	-4%	-2%
Cc1nn(-c2ccccn2)c2c1C(c1ccsc1)C1=C(CCCC1=O)N2 (stereo not drawn)	10%	-3	2%	-3	2%	-16	0%	1	15%	0%
Nc1nnc(SCC(=O)c2ccc3c(c2)NC(=O)CO3)s1	2%	2	10%	6	-2%	1	1%	.	0%	-2%
COCCNC(=O)CN1C(=O)c2cccc3cccc1c23	-8%	0	.	7	6%	-127*	4%	0	3%	1%
O=C(Nc1ccc([N+](=O)[O-])cc1)N1CCCCC1	7%	1	-1%	-22	4%	11	-3%	-10	3%	-9%
O=C(CC1(C(F)(F)F)OCCO1)Nc1ccc2c(c1)OCO2	-11%	0	-3%	9	2%	20	9%	-6	1%	1%
CCN(CC)CCNC(=O)c1ccc(NC(=O)Nc2cccc3ccccc23)cc1	15%	-3	6%	-15	7%	-8	7%	7	1%	-3%
CCOc1ccc2oc(-c3ccccc3)c(C(=O)N3CCN(C)CC3)c2c1	-2%	2	10%	3	-1%	-3	1%	12	-27%	-5%
Cc1ccc(Cn2c(Sc3nccc(C)n3)nc3c2c(=O)[nH]c(=O)n3C)cc1	0%	-2	0%	-17	13%	-13	2%	-3	-6%	1%
CC(C)(C)OC(=O)NC(CNCc1ccccc1)Cc1ccccc1 (stereo not drawn)	.	.	-2%	1	?	-11	.	6	12%	14%
Cc1[nH]c2ccccc2c1SCC(=O)N1CCC(C)CC1	-6%	4	4%	-11	1%	-6	6%	-8	0%	-1%
COc1ccc(/C(N)=N/OC(=O)CSc2ccc(C)cc2)cc1OC	5%	1	3%	10	.	-13	2%	2	?	0%
O=CNC(Cc1ccccc1)C(=O)O (stereo not drawn)	7%	2	.	10	.	2	1%	-5	5%	-2%
Cc1ccc(C(=O)C(NC(=O)c2ccco2)Nc2sc3c(c2C(N)=O)CCCC3)cc1 (stereo not drawn)	3%	-5	3%[46.1 µM]	.	.	-4	-2%	.	14%	-13%
O=C(N/N=C/c1ccc(N2CCOCC2)cc1)c1ccc(NS(=O)(=O)c2cccs2)cc1	0%	2	2%	-12	4%	13	-1%	-14	?	3%
O=C(CSc1nnc(NC(=O)c2ccc(F)cc2F)s1)NC1CCCC1	-5%	0	-2%	-7	2%	-4	3%	4	0%	2%
O=C(COC(=O)c1cc[n+]([O-])cc1)Nc1c(Cl)cccc1C(F)(F)F	.	.	0%	-7	-2%	2	.	-9	-12%	-2%
Cn1c(CC(=O)Nc2ccccc2Cl)nnc1SCC(=O)NC1=NCCS1	-8%	3	-3%	-8	-3%	5	15%	0	4%	-5%
O=C(OCCN(C1=NS(=O)(=O)c2ccccc21)c1ccc(Cl)cc1)c1ccco1	-1%	1	0%	11	-4%	-11	1%	-4	4%	-2%
NC(=O)C1CCN(c2nc(C3CC3)nc3c2nnn3Cc2ccccc2Cl)CC1	-10%	2	.	9	-2%	10	1%	0	2%	-1%
NC(=O)CCC1NC(=S)N(Cc2ccccc2)C1=O (stereo not drawn)	10%	0	-4%	-11	3%	-2	1%	-20	1%	-4%
Cc1cc2n(n1)SC(Nc1cc(Cl)ccc1Cl)N2 (stereo not drawn)	0%	3	3%[46.1 µM]	7	2%	8	-3%	13	?	-1%
O=C(NC12CC3CC(CC(C3)C1)C2)N1CCN(C2CCCCC2)CC1	-2%	1	8%	6	-2%	27	0%	-9	12%	-4%
CC(C)(Oc1ccc(-c2ccco2)cc1)C(=O)O	14%	1	.	.	8%	-6	0%	.	2%	7%
COCCNS(=O)(=O)c1ccc(-c2ccc(Cl)cc2)cc1	-6%	-2	-3%	-18	0%[11.5 µM]	-12	3%	4	0%	-3%
